# Compound activity (PubChem BioAssay)
# DRD3 antagonist: antagonists of human D3 dopamine receptor; P35462; D3R cells, DiscoveRx beta-arrestin luminescence, antagonist mode; hits give low values; max response, negative = inhibition, %; 360,000 compounds, 2.5% hits; AID 652054; in the data active = max response below about -50%; inconclusive = no clear call, values can overlap the other calls; note: % is set by controls: 0 for no effect and ±100 for the full control effect; mostly tested at two doses, the higher about 12 µM
#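 Cells expressing the human receptor were seeded at 1500 cells/well, incubated overnight at 37 degrees C in 5% CO2, then exposed to library compounds with dopamine controls for 90 minutes at 37 degrees C before luminescent detection.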
# D3 ag: activates the human D3 dopamine receptor. P35462. D3R DiscoveRx beta-arrestin cells, luminescence, 90 min. 410,000 compounds, 0.58% hits. max activation, %; in the data active = max activation above about 30%; note: 0% is about no effect; mostly tested at two doses, the higher about 12 µM
#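 Agonist-mode cell screen: cells plated at 1500/well and incubated overnight at 37 °C, then exposed to library compounds for 90 min at 37 °C. Detection reagent was added for 30–60 min at room temperature, and luminescence was read.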
# TDP-43 yeast inh: rescues yeast growth from TDP-43 toxicity. TDP-43 expressing yeast growth rescue, BacTiter-Glo, 24 h. Potency, µM (doses to about 46.1 µM), for the others: at the top dose growth rescue (activation), actives largely listed as activators. 410,000 compounds, 1.8% hits; note: potency is the fitted concentration of half-maximal effect; % of control where 0% means no effect; nearly all actives have a fitted effect of over 50% in size
#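 Growth rescue of TDP-43-toxic yeast measured as ATP luminescence (BacTiter-Glo). Cells grown to mid-log in raffinose, induced in galactose at OD600=0.02, exposed to compound 24 hr at 30 deg C.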
# FUS suppressor: rescues growth of FUS-expressing yeast; S. cerevisiae FUS-expressing, growth rescue, OD600, 24 h; Potency, µM (top dose mostly 76.6 µM), without a hit: at the top dose growth rescue (activation), usual class: activators; 390,000 compounds, 0.24% hits;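 note: potency is the fitted concentration of half-maximal effect; plate controls were DMSO vehicle for no effect and reference control for full effect; nearly all actives have a fitted effect of over 55% in size; some results filed as inactive show a strong effect at the top dose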
#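 S. cerevisiae expressing FUS from galactose induction served as the toxicity model. Growth after 24hr at 30C, read as absorbance at 600 nm, indicates suppression of toxicity; compounds dosed at several concentrations.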
# Abeta yeast res: restores growth of yeast expressing A-beta42 peptide. Potency, µM (doses to about 46.1 µM), for the others: top-dose growth rescue, most hits filed as activators. yeast expressing A-beta42, growth rescue, OD600, 48 h; response scale: 0% DMSO, 100% iron-clioquinol control. AID 1347071. 410,000 compounds, 0.063% hits; note: potency is the fitted concentration of half-maximal effect; nearly all actives have a fitted effect of over 55% in size
#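 Yeast A-beta toxicity model in growth medium with pinned compounds, 48 h at 30 C; growth read as absorbance at 600 nm. Normalized to FeCl3/clioquinol equimolar mix (positive) and DMSO (negative).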
# EPAC2 agonist: agonists of human EPAC2 (RAPGEF4) | Q8WZA2 | EPAC2 activation, biochemical qHTS; response scale: 100% = 6.5 mM cAMP response | Potency, µM (doses to about 154 µM), for inactives: at the top dose activation, most hits filed as activators | 360,000 compounds, 0.079% hits | AID 720711; note: potency is the fitted concentration of half-maximal effect; nearly all actives have a fitted effect of over 50% in size
# Target sequence (Q8WZA2 whole entry, looked up): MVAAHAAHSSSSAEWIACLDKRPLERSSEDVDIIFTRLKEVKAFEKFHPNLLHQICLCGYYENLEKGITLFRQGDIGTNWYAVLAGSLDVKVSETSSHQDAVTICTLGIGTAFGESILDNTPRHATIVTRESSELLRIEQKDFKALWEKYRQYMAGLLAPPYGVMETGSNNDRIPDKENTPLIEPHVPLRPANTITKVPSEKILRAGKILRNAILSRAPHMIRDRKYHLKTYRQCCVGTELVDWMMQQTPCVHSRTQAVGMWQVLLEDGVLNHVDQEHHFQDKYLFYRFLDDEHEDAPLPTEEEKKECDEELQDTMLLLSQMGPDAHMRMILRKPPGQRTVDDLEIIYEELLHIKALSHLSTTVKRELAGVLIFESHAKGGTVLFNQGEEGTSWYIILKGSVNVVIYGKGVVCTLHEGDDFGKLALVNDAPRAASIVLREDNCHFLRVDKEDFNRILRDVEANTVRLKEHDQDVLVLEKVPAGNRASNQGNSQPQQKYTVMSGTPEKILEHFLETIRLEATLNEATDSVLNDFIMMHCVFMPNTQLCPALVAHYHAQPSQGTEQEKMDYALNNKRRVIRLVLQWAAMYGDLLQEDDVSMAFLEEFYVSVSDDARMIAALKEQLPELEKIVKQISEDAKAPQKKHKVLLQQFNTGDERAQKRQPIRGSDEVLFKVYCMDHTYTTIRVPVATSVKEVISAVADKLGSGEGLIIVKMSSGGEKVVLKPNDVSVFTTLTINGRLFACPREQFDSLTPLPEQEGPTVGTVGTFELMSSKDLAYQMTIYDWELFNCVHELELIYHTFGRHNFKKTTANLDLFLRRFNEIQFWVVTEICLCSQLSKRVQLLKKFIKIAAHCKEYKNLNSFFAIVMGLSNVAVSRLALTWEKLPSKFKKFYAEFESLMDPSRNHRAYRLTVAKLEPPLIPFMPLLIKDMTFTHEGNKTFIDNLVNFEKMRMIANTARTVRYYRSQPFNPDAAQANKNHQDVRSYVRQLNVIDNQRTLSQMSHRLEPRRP
#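 Setup: EPAC2 100 nM, labeled Rap1B complex 250 nM, free GDP 50 uM. Compound titrations pinned in, brief spin, 5 min room temperature incubation. Kinetic fluorescence read over 30 min, normalized to 6.5 mM cAMP.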
# EPAC2 antagonist: antagonists of human EPAC2. EPAC2 GEF exchange of Rap1B-BODIPY-GDP, fluorescence. Potency, µM (series often up to 114 µM), without a hit: at the highest dose activity, negative = inhibition, most hits filed as inhibitors. 360,000 compounds, 0.18% hits; note: potency is the fitted concentration of half-maximal effect; % is set by controls: 0 for no effect and ±100 for the full control effect; nearly all actives have a fitted effect of over 45% in size; many of its hits are not listed in these tables
# aSyn rescue: alpha-synuclein toxicity inhibition in yeast; Yeast expressing alpha-synuclein, growth rescue, BacTiter-Glo, 24 h; Potency, µM (doses to about 46.1 µM), for the others: top-dose growth rescue (activation), hits mostly activators; 370,000 compounds, 0.14% hits; AID 652106; note: potency is the fitted concentration of half-maximal effect; % of control where 0% means no effect; nearly all actives have a fitted effect of over 65% in size
#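 Galactose-induced alpha-syn yeast (OD600=0.02, raffinose-pregrown) + pinned cpd, 24 hr, 30 deg C; growth by BacTiter-Glo luminescence. Growth restoration scores as activation.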
# An asterisk follows results filed as active; ? = inconclusive; · = no result given; [ ] = another dose, or the depositor's remark. Unless noted, calls come from the whole dose curve; as a rule, active = well fitted curve in the direction sought with a large enough effect; inconclusive = small, poorly fitted or top-dose-only effect, or another doubt; inactive = no such curve, though single readings can be large; an effect the other way counts as inactive or inconclusive.
SMILES,DRD3 antagonist,D3 ag,TDP-43 yeast inh,FUS suppressor,Abeta yeast res,EPAC2 agonist,EPAC2 antagonist,aSyn rescue
COc1ccc(C(=O)NNC(=O)CSc2nnnn2-c2cc(OC)cc(OC)c2)cc1,0,-4,-17%,13%,1%,14%,3%,-5%
Cc1ccccc1CSc1ncnc2ccccc12,5,3,23%,15%,0%,9%,-29%,4%
O=C1NC(=O)/C(=C\c2ccc(OCc3cccc([N+](=O)[O-])c3)cc2)N1,9,10,3%,5%,-8%,3%,-2%,2%
Cc1nc2ccc(NC(=O)[C@H](C)N3C(=O)C4CC=CCC4C3=O)cc2s1 (stereo partly specified),0,-2,10%,-16%,-8%,4%,0%,-7%
CCN1C(=O)[C@H]2[C@@H](c3ccc(OC)cc3)N3C(=O)CN(CC4CC4)C(=O)[C@@]3(C)[C@H]2C1=O,-10,-13,7%,-13%,6%,4%,1%,5%
O=C(O)CCC(=O)NC1CCCCC1,-13,-3,-1%,16%,0%,10%,-5%,2%
O=C1OCCC1Sc1nnc(-c2ccc(Cl)cc2Cl)o1 (stereo unspecified),4,2,17%,-11%,-8%,2%,-9%,?
CCn1cc(C(=O)NC(C)C23CC4CC(CC(C4)C2)C3)cn1 (stereo unspecified),-5,-8,3%,21%,0%,4%,5%,8%
C=CCNc1nc(-c2sc(NC(=O)CC)nc2C)cs1,-18,-8,-3%,?,-11%,6%,-8%,-1%
COc1ccc(NC(=O)CN(c2ccc(C)cc2)S(=O)(=O)c2cccs2)cc1OC,·,2,18%,-18%,2%,·,·,·
CCc1ccc(NC(=O)c2ccc3nc(C(C)C)oc3c2)cc1,·,-9,5%,?,-5%,·,·,·
CC(=O)N1CCN(C(=S)NC(=O)c2c(-c3ccccc3Cl)noc2C)CC1,-4,2,-3%,25%,-10%,10%,-1%,-6%
Cc1ccc(OCC(O)Cn2c(=N)n(CCN3CCOCC3)c3ccccc32)cc1 (stereo unspecified),-2,3,6%,5%,-1%,-3%,2%,-6%
CC1CC(=O)c2c(cc3c(-c4c(O)cc(O)c5c(O)c6c(cc45)OC(C)CC6=O)c(O)cc(O)c3c2O)O1 (stereo unspecified),-18,2,35µM*,39%,-38%[inhibitor],-22%,26%,-21%
CCn1c(SCC(=O)Nc2cc(C)on2)nnc1-c1ccncc1,39,6,-19%,7%,-8%,7%,-8%,-7%
COc1cc(N)c(Cl)cc1C(=O)OCC(=O)c1cccs1,0,-12,3%,15%,-7%,5%,0%,1%
COc1cn(CC(=O)Nc2ccc(C)cc2C)c(CN2CCCCC2)cc1=O,·,1,9%,-13%,-10%,·,·,·
CC1(C)CC(=O)C2=C(C1)NCN(Cc1ccc3c(c1)OCO3)C2,15,5,3%,-6%,-6%,3%,14%,-11%
CN(C(=O)c1ccc(NC(=O)Cc2ccc(NC(=O)C3CCN(C(=O)C4CCC4)CC3)cc2)cc1)C1CC1,7,12,20%,4%,4%,-6%,-4%,6%
O=C(CCc1nnc2ccc(NCc3ccco3)nn12)Nc1ccccc1F,-19,-1,3%,5%,-13%,13%,-2%,1%
O=c1c2c(-c3ccc(Cl)cc3)csc2nc2n1CCC2,3,2,14µM*,·,-32%[inhibitor],-15%,2%,-3%
C#CC(CC)(CC)NC(=O)/C=C/C(=O)O,-6,-2,-8%,-8%,0%,13%,0%,-11%
CCOC(=O)C1=CN(Cc2cccc(F)c2)S(=O)(=O)N(C)C1c1ccc(F)c(Cl)c1 (stereo unspecified),-4,-11,24%,4%,3%,4%,-4%,4%
CC(C)(C)OC(=O)N(CCc1ccccc1)Cc1ccccc1OCc1ccc(NC(=O)C2CCC2)cc1,28,28,9%,43%,-6%,6%,1%,9%
O=C(c1ccccc1)N1CCN(c2nc3ccc([N+](=O)[O-])cc3s2)CC1,15,1,17%,-21%,7%,1%,-4%,-3%
COc1ccc(C(=O)C[n+]2ccc3c(c2)nc(-c2ccc(OC)cc2OC)n3C)cc1,6,2,-4%,25%,4%,1%,1%,1%
CC(=O)Nc1ccc(NC(=O)CSc2ccc3nnc(CCNC(=O)c4ccccc4)n3n2)cc1,1,1,17%,1%,12%,2%,1%,2%
COc1ccccc1C(=O)NCCC(=O)Nc1ccncc1,5,-1,12%,-15%,3%,1%,0%,3%
Cc1ccc(OCc2cc(C(=O)N3CCCC(O)C3)no2)cn1 (stereo unspecified),13,1,12%,22%,4%,7%,0%,-2%
CC(CCN1CCN=C1N(C)C)c1ccccc1 (stereo unspecified),2,-4,0%,-18%,-5%,7%,28%,1%

# 3 entries out of the list, ordered by heavy-atom count, ascending:
SMILES,DRD3 antagonist,D3 ag,TDP-43 yeast inh,FUS suppressor,Abeta yeast res,EPAC2 agonist,EPAC2 antagonist,aSyn rescue
COc1cc(N)c(Cl)cc1C(=O)OCC(=O)c1cccs1,0,-12,3%,15%,-7%,5%,0%,1%
COc1ccccc1C(=O)NCCC(=O)Nc1ccncc1,5,-1,12%,-15%,3%,1%,0%,3%
CC1(C)CC(=O)C2=C(C1)NCN(Cc1ccc3c(c1)OCO3)C2,15,5,3%,-6%,-6%,3%,14%,-11%

# (listing goes on)
SMILES,DRD3 antagonist,D3 ag,TDP-43 yeast inh,FUS suppressor,Abeta yeast res,EPAC2 agonist,EPAC2 antagonist,aSyn rescue
CC1(C(=O)NS(=O)(=O)c2ccccc2)CCN1C(=O)c1cccc2ccccc12 (stereo unspecified),?,0,23%,-6%,-14%,8%,0%,-9%
COc1cc2c(cc1OC)C(c1cccc(C)c1)CC(=O)N2 (stereo unspecified),-11,-3,-19%,-29%,-6%,4%,3%[57.1 µM],0%
CCNC(=O)CC1SC(=Nc2cccc(Cl)c2C)N(C)C1=O (stereo unspecified),0,3,?,29%,?,8%,-13%,-1%
COc1cc(NC(=O)C2=C(C)OCCS2)c(Cl)cc1C(=O)NCCN(C)C,-52*,-11,-5%,8%,-10%,2%,-5%,-7%
CCOc1ccc(NC(=O)[C@@H]2CCCN2C(=O)c2cccs2)cc1S(=O)(=O)N1CCOCC1,8,20,11%,15%,8%,9%,-7%,1%
CCCCOc1ccc(CSc2nnc(C)n2N)cc1[N+](=O)[O-],-7,2,-13%,0%,-5%,-1%,1%,-3%
CCCCc1ccc(NC(=O)c2ccc3c(c2)CCN3S(=O)(=O)CC)cc1,·,2,12%,22%,-9%,·,·,·
CCCc1cc(=O)oc2cc(C)cc(OC(=O)c3ccco3)c12,8,1,-16%,-1%,14%,3%,7%,0%
CCOC(=O)c1ccc2[nH]c3c(c2c1)CCCC3,0,-1,25µM*,6%,30%,0%,0%,-2%
CCN=C1S/C(=C/c2ccc(-c3ccc(Cl)cc3C(=O)O)o2)C(=O)N1CC,4,12,3%,14%,-19%,-10%,-13%,1%
COCCn1c(SCc2cc(C(C)=O)ccc2OC)nc2cc(Cl)ccc2c1=O,3,4,-17%,19%,-6%,-1%,-6%,-6%
CC(C)=CCC(C)(C)CNC(=O)NC1CCCCC1,0,-7,18%,-4%,17%,-18%,5%,-19%
CN(C)c1ccc(/C=N/N(CCC(=O)NC(C)(C)C)C2=NS(=O)(=O)c3ccccc32)cc1,11,8,10%,9%,-8%,?,9%,0%
COC(=O)c1[nH]c2cc(OC)ccc2c1NC(=O)CCN1CCSCC1,-70*,-2,0%,10%,23%,-8%,2%,4%
O=C(N1CCOCC1)N1CCN(c2ccccc2)CC1,14,3,2%,-28%,22%,-3%,5%,5%

# Single entries from above.
# FUS suppressor, `COCCn1c(SCc2cc(C(C)=O)ccc2OC)nc2cc(Cl)ccc2c1=O` = 19%
# DRD3 antagonist, `CCOc1ccc(NC(=O)[C@@H]2CCCN2C(=O)c2cccs2)cc1S(=O)(=O)N1CCOCC1` = 8
# EPAC2 agonist, `CC(C)=CCC(C)(C)CNC(=O)NC1CCCCC1` = -18%
# FUS suppressor, `COc1cc(NC(=O)C2=C(C)OCCS2)c(Cl)cc1C(=O)NCCN(C)C` = 8%
# EPAC2 agonist, `COc1cc2c(cc1OC)C(c1cccc(C)c1)CC(=O)N2` (stereo unspecified) = 4%

# Additional entries follow:
SMILES,DRD3 antagonist,D3 ag,TDP-43 yeast inh,FUS suppressor,Abeta yeast res,EPAC2 agonist,EPAC2 antagonist,aSyn rescue
Nc1o[nH]c(=O)c1C1CCCCC1,-4,-4,0%,14%,-30%[inhibitor],8%,13%,-3%
CCOCCCNC(=O)c1ccc(NC(=O)N2CCCCc3ccccc32)cc1,·,-6,?,17%,-4%,·,·,·
COc1ccc(C2/C=C\CN(Cc3ccc(N(C)C)cc3)CC(=O)N2Cc2ccc(F)cc2)cc1 (stereo unspecified),28,12,9%,-11%,12%,20%,11%,-2%
CC(OC(=O)c1cccc(-n2cnnn2)c1)C(=O)N(C)c1ccccc1 (stereo unspecified),-19,2,-9%,12%,7%,-5%,-8%,5%
O=C(COc1ccc2cc(Br)ccc2c1)N1CCOCC1,8,8,?,3%,22%,6%,-11%,6%
O=C(NCN1CCN(c2ccccn2)CC1)c1cnccn1,0,-1,4%,-6%,-7%,-84%[inhibitor][15.6 µM],-3%,-14%
CC(Oc1coc(CN2CCN(C(=O)c3ccco3)CC2)cc1=O)c1ccccc1 (stereo unspecified),?,-2,0%,7%,2%,2%,12%,0%
CCCC(O)(c1ccccc1)C(CN1CCOCC1)c1ccccc1 (stereo unspecified),2,-7,0%,-38%,-4%,4%,-4%,4%
COc1ccccc1C1C(C(=O)c2cc3ccccc3o2)=C(O)C(=O)N1CCN(C)C (stereo unspecified),-17,0,13%,-19%,11%[9.22 µM],-3%,-3%,-1%
CC(C)C[C@@H](CNCC(=O)[C@H](CC(C)C)NC(=O)c1[nH]cnc1C(=O)N[C@@H](C)CN)NC(=O)c1nc[nH]c1C(=O)N[C@@H](CC(=O)O)C(=O)O,-15,17,?,-5%,-16%,3%,4%,2%
CCOc1ccc(S(=O)(=O)N2CCN(C(=O)c3ccncc3)CC2)cc1,-13,-2,-4%,-5%,8%,6%,-3%,-2%
CN(C)c1ccc(/C=N/n2c(C3CCCCC3)n[nH]c2=S)cc1,-13,-13,-4%,5%,-3%,12%,-10%,-3%
CC(Sc1ncnc2sc(-c3ccccc3)cc12)C(=O)NCC1CCCO1 (stereo unspecified),-19,-12,?,33%,10%,3%,-1%,18%
O=C1C2C3C=CC(C4CC34)C2C(=O)N1c1ccc2c(c1)OCO2 (stereo unspecified),-2,1,-9%,15%,11%,15%,3%,-2%
Cc1nc(SCC(=O)NC2CCCCC2)[nH]c(=O)c1C,8,8,-5%,3%,-10%,-4%,4%,-1%

# These rows are one share of the data (hit frequency here may not be typical).
